Assay outcomes: PubChem BioAssay, National Center for Advancing Translational Sciences (NCATS)
Tau fibril FP – qHTS for Inhibitors of Tau Fibril Formation, Fluorescence Polarization; K18 P301L tau heparin fibrillization, Alexa594 FP, 6 h; 280,000 tested, 0.39% active; Potency, µM (highest dose often 57.7 µM), without a hit: top-dose activity, negative = inhibition, actives largely listed as inhibitors; Microtubule-associated protein tau (Homo sapiens), P10636; further: on the % scale 0 is the no-effect control and ±100 the full control effect; nearly all actives have a fitted effect of over 55% in size
Target sequence (P10636 561-689 P618L limits assumed): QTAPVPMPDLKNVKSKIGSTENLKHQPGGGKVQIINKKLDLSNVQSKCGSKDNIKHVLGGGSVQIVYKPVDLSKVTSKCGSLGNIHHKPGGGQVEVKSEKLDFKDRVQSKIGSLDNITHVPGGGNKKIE
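K18 P301L tau (15 uM unlabeled/0.24 uM Alexa 594-labeled, final) + compound + heparin 20 uM final; 100 mM NaOAc pH 7; 6 hr 37 C; ThT 30 uM final added, 1 hr RT; FP ex 555/em 632 nm.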
HTT cytoprotect – qHTS Multiplex Assay to Identify Dual Action Probes in a Cell Model of Huntington: Cytoprotection (ATP) | AID 1471, 2008 | Potency, µM (series often up to 56.4 µM), for the others: cytoprotection (ATP increase), hits mostly activators | 230,000 tested, 0.14% active | PC12 HTT-Q103 induced, cytoprotection, ATP luminescence, 40 h;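 further: % of control where 0% means no effect; nearly all actives have a fitted effect of over 45% in size; toxic huntingtin expression switched on by the ecdysone agonist tebufenozide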
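Compounds were screened for protection of PC12 cells against cell death after tebufenozide induction (100 nM final) of mutant Huntingtin exon 1 (Q103) fused to GFP.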
L3MBTL1 block – qHTS Assay for the Inhibitors of L3MBTL1; Potency, µM (top dose mostly 57.1 µM), inactives show at the highest dose activity, negative = inhibition, actives largely listed as inhibitors; 230,000 tested, 0.66% active; Lethal(3)malignant brain tumor-like protein 1 (Homo sapiens), Q9Y468; AlphaScreen L3MBTL1–H3K9me1 peptide binding; further: on the % scale 0 is the no-effect control and ±100 the full control effect; nearly all actives have a fitted effect of over 60% in size
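Displacement of a biotinylated histone H3(1-15) peptide monomethylated at Lys9 (75 nM) from L3MBTL1 (50 nM) was measured by AlphaScreen after a 30 min room-temperature compound incubation; cefsulodin titration served as intraplate control.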
RECQ1 helicase – qHTS Assay for Inhibitors of RecQ-Like Dna Helicase 1 (RECQ1); RECQ1 DNA unwinding, red fluorescence kinetic read; Potency, µM (titrated, usually from 57.3 µM), inactives show top-dose activity, negative = inhibition, hits mostly inhibitors; ATP-dependent DNA helicase Q1 (Homo sapiens), P46063; AID 2549, 2010; 240,000 tested, 0.54% active;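 further: plate controls were vehicle for no effect and no enzyme for full effect; nearly all actives have a fitted effect of over 30% in size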
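RECQ1T1 50 nM; forked duplex (20 bp + 30-nt ss tails) 200 nM, ATP 2 mM final; pH 8.0, 2 mM MgCl2, 2.5 ug/ml poly(dI-dC); 15 min compound preincubation; discontinuous kinetic read over 2 h at RT.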
TexasRed fluor – Total Fluorescence Counterscreen for Inhibitors of the Interaction of Thyroid Hormone Receptor and Steroid Receptor Coregulator 2; TRb/SRC2 Texas Red total fluorescence interference; Potency, µM (doses to about 106 µM), for the others: top-dose fluorescence change, negative = quenching; 280,000 tested, 0.29% active; active means well fitted curve in either direction with a large enough effect; inconclusive means small, poorly fitted or top-dose-only effect; further: on the % scale 0 is the no-effect control and ±100 the full control effect
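Human TRβ ligand-binding domain (0.6 uM) and Texas Red SRC2 peptide (20 nM) in Tris buffer with 1 uM T3 and 5% DMSO were incubated with pinned compound for 5 hr at ambient temperature. Total fluorescence was computed as S + 2P (555/632 nm).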
Tau fibril ThT – qHTS for Inhibitors of Tau Fibril Formation, Thioflavin T Binding; recombinant tau K18 P301L, heparin-induced fibrillization, ThT fluorescence; Potency, µM (highest dose often 57.4 µM), for the others: at the highest dose activity, negative = inhibition, most hits filed as inhibitors; AID 1460, 2008; 270,000 tested, 2.1% active; further: on the % scale 0 is the no-effect control and ±100 the full control effect; nearly all actives have a fitted effect of over 55% in size
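Fibril formation assay: tau K18 P301L at 15 uM with trace Alexa 594 label, heparin inducer 20 uM, pH 7 sodium acetate buffer, 37 C for 6 hr; endpoint ThT signal.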
TRb-SRC2 inh – qHTS for Inhibitors of the Interaction of Thyroid Hormone Receptor and Steroid Receptor Coregulator 2; Thyroid hormone receptor beta (Homo sapiens), P10828; Potency, µM (top dose mostly 106 µM), for the others: at the highest dose activity change, negative = inhibition, hits mostly inhibitors; TRbeta-SRC2 peptide binding, fluorescence polarization; receptor liganded with 1 µM T3; 280,000 tested, 0.065% active;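 further: plate controls were bound peptide for no effect and peptide without receptor for full effect; nearly all actives have a fitted effect of over 50% in size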
Target sequence (P10828 whole entry, looked up): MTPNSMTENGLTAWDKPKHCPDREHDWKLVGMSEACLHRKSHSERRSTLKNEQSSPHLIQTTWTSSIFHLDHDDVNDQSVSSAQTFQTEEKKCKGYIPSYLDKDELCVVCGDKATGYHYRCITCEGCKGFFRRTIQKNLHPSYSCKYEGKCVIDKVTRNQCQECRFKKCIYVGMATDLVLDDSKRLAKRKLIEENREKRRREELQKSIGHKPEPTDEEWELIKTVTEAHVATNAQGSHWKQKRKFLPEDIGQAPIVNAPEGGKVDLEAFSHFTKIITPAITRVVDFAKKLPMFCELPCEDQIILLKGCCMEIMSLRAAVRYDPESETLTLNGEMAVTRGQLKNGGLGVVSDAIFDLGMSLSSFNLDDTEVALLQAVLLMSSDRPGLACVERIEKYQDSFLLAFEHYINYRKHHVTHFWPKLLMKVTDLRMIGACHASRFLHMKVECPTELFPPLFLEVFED
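Fluorescence polarization of 20 nM Texas Red SRC2 peptide (20-aa NR interaction domain) bound to 0.6 uM human TRb ligand-binding domain, with 1 uM T3, after 5 hr at ambient temperature; inhibition seen as decreased polarization.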
Tau fluor counter – Counterscreen qHTS for Inhibitors of Tau Fibril Formation, Fluorescence Polarization | Potency, µM (series often up to 57.7 µM), for inactives: at the highest dose activity change, negative = decrease | AID 1463, 2008 | 280,000 tested, 0.93% active | tau K18 P301L Alexa594 fluorescence, heparin fibrillization; further: on the % scale 0 is the no-effect control and ±100 the full control effect; nearly all actives have a fitted effect of over 55% in size
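Human tau K18 P301L (15 uM unlabeled, 0.24 uM Alexa 594-labeled) in 100 mM sodium acetate pH 7 with 20 uM heparin, 6 hr at 37 C. ThT 30 uM added, 1 hr ambient; Alexa 594 FP and total fluorescence read at 555/632 nm.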
* = called active by the depositor; i = inactive; ? = inconclusive; . = no result given; & = joins results of further samples; [ ] = another dose, or the depositor's remark. Unless noted, the call rests on the fitted dose curve; in most records, active means well fitted curve in the direction sought with a large enough effect; inconclusive means small, poorly fitted or top-dose-only effect, or another doubt; inactive means no such curve, though single readings can be large; an effect the other way counts as inactive or inconclusive. Potency means the concentration at half of the fitted maximal effect. Not all compounds are listed. The share of hits here may be higher or lower than overall.

structure,Tau fibril FP,HTT cytoprotect,L3MBTL1 block,RECQ1 helicase,TexasRed fluor,Tau fibril ThT,TRb-SRC2 inh,Tau fluor counter
Cc1cc2cc(CNS(=O)(=O)c3ccc4ccccc4c3)ccc2n1C,-12%,9%[10 µM],-14%,?,45µM*[fluorescent],?,45µM*,6%
O=C(c1ccccn1)c1ccc2ccccc2n1,7%,10%[10 µM],-3%,0%,-3%,4%,-1%,3%
CC(=O)Oc1c(C)c(C)c2c(c1C)CC[C@@](C)(CCC[C@H](C)CCC[C@H](C)CCCC(C)C)O2,.,.,-5%,-8%,1%,.,4%,.
Cc1ccc2c(c1)c1c3n2CC(=C2C(=O)OC(C)(C)OC2=O)NC3CCC1 (stereo unspecified),-1%,-30%[10 µM],-11%,-15%,-2%,?,-5%,-22%
O=C(NCCCN1CCCC1=O)c1ccc2c(c1)NC(=O)c1ccccc1S2,-4%,24%,.,-2%,0%,2%,-1%,-2%
COC(=O)c1ccccc1N=Nc1c(C)n[nH]c1C,1%,-15%[10 µM],2%,i,3%,?,6%,-7%
O=C(c1cccs1)N1CCN(S(=O)(=O)Cc2ccccc2)CC1,2%,-19%[10 µM],0%,2%,2%,11%,0%,10%
Fc1cccc(CN2CCc3nc(Nc4ccc5c(c4)OCCO5)ncc3C2)c1F,?,.,.,.,0%,?,-6%,?
CCCCS(=O)(=O)C(=C1Nc2ccccc2N1)S(=O)(=O)CCCC,0%,-8%,8%,-5%,-1%,2%,-13%,2%
CCN(CC)S(=O)(=O)c1ccc(/C=C/C(=O)OCC(=O)c2c(N)n(C)c(=O)n(C)c2=O)cc1,-6%,-154%[inhibitor],-5%,-1%,-3%,5%,0%,-22%
O=C(Cn1nnc2ccccc2c1=O)Nc1cc(C(F)(F)F)ccc1N1CCOCC1,3%,-8%,-5%,-4%,1%,-2%,-13%,-9%
O=C(CN1CCOCC1)Nc1ccc(Oc2ccc(NC(=O)CN3CCOCC3)cc2)cc1,5%,-26%[0.074 µM],-9%[11.4 µM],-3%,2%,-3%,-1%,3%
O=C(Nc1cc(C(F)(F)F)ccc1Cl)C(Sc1cccc[n+]1[O-])c1ccccc1 (stereo unspecified),4%,10%[10 µM],10%,-2%,-2%,-4%,3%,-8%
O=C(CSc1nc(=O)n(Cc2ccco2)c2c1CCC2)Nc1cccc(F)c1,-5%,.,.,.,-1%,-3%,-6%,-10%
Cc1ccc(S(=O)(=O)NC(=O)c2cc(C)n(CCCN3CCOCC3)c2C)cc1,7%,-1%,.,i,0%,-4%,4%,-3%
COc1ccc(NC(=O)OCCN2CCN(Cc3ccccc3)CCC2=O)cc1,7%[81.3 µM],-8%,0%,i,2%&-4%,-13%[81.4 µM],9%&-6%,-10%[81.3 µM]
CC(C)c1nn2c(N)c(/C=C3\C=Nc4ccccc43)c(=O)nc2s1,2%,12%[10 µM],-6%,-3%,-6%,?,-1%,?
CCOC(=O)C1(CC2CCCCO2)CCN(Cc2c(C)cc(C)cc2-n2cccn2)CC1 (stereo unspecified),-7%,-15%,39%[activator],i,-11%,1%,-6%,-1%
COc1cccc(CNC(=O)CN2C(=O)N(c3c(C)cccc3C)S(=O)(=O)c3ccccc32)c1OC,-4%,.,.,.,-12%,7%,5%,-16%
Cc1cc(C(=O)C[N+]2(C)CCOCC2)c(C)n1-c1ccc(Br)cc1,3%,-25%,12%,0%,-4%,1%,-6%,-4%
COc1ccc(NC(=O)CSc2n[nH]c(C)c2[N+](=O)[O-])cc1,-11%,.,1%,-2%,-2%,-8%,4%,-7%
CC1CC(C)(C)NC(=S)N1CCC(=O)N1CCc2ccccc21 (stereo unspecified),1%,-16%,-8%,-10%,3%,-9%,4%,-6%
CS(C)(=O)=O,-6%,-16%,.,i,-2%,2%,-7%,-4%
O=C(c1ccc(N2CCNCC2)cc1)c1cccnc1,1%,-16%,.,-2%,1%,-1%,6%,0%
CC(Oc1ccc(Cl)cc1Cl)C(=O)NCCCN(C)C (stereo unspecified),-4%,-14%,3%,-1%,1%,-7%,-2%,-2%
CC1CCc2c(sc3nnn(Cc4cccc(C(=O)OC(C)C)c4)c(=O)c23)C1 (stereo unspecified),-3%,.,.,.,0%,-6%,-7%,-13%
COc1ccc(Cc2nc3ccccc3n2CC(=O)N/N=C/c2ccc(C)cc2O)cc1OC,3%,-31%[10 µM],-15%,9%,-2%,12%,-7%,3%
Cc1ccc(C2(CC(=O)Nc3nccs3)CCOC(C(C)C)C2)cc1 (stereo unspecified),1%,23%[10 µM],-2%,0%,0%,-6%,3%,-14%
N#Cc1cccc(Nc2ncnc3c2cnn3-c2cccc(Cl)c2)c1,?,.,.,.,1%,-4%,9%,?
CCOC(=O)C1=C(C)NC(SCC(N)=O)=C(C#N)C1c1ccncc1 (stereo unspecified),5%,-17%,8%,i,3%,1%,-3%,-1%
CCOC(=O)c1c(C)cc(=O)oc1C,-11%,-3%[10 µM],2%,-6%,-1%,-4%,-5%,-8%
CC1(C)CC(CC(=O)O)(c2ccc(F)cc2)CCO1 (stereo unspecified),8%,-40%[inhibitor],.,0%,-5%,-12%,-8%,-4%

Taken from above.
Result of CC(Oc1ccc(Cl)cc1Cl)C(=O)NCCCN(C)C (stereo unspecified) under Tau fluor counter: -2%
Result of CC1(C)CC(CC(=O)O)(c2ccc(F)cc2)CCO1 (stereo unspecified) under Tau fibril FP: 8%

Additional records.
structure,Tau fibril FP,HTT cytoprotect,L3MBTL1 block,RECQ1 helicase,TexasRed fluor,Tau fibril ThT,TRb-SRC2 inh,Tau fluor counter
C=C(C)Cn1cnc2c(oc3nc4c(cc32)CCCC4)c1=O,8%,7%[10 µM],12%,i,-4%,-11%,-1%,-3%
COC(=O)Cc1ccc(NC(=S)NCc2ccc(F)cc2)cc1,-1%,4%[10 µM],9%,-7%,-5%,1%,1%,-12%
O=C(Cn1nnc(-c2ccc(F)cc2)n1)Nc1ccc2c(c1)OCCO2,?,-14%[10 µM],-3%,i,-3%,0%,8%,-10%
Cc1sc2nc(SCC(=O)O)[nH]c(=O)c2c1C,?,12%[10 µM],-6%,-1%,-6%,-3%,2%,-2%
C#CCOCCOCCOCCNc1nc(N2CCN(C(=O)[C@H](CCC(=O)O)n3cc(C(N)Cc4ccc(O)cc4)nn3)CC2)nc(N2CCN(C(=O)[C@H](CCC(=O)O)n3cc(C(N)CC(C)C)nn3)CC2)n1 (stereo partly specified),-1%,-7%[10 µM],-7%,-1%,2%,-4%,-14%,2%
O=C(C1=C[C@H](c2ccc(Br)cc2)C[C@H](OCCCCO)O1)N1CCOCC1,-11%,12%[10 µM],-2%,-22%,-2%,?,-4%,-15%
NC(=O)N1CCC2(CC1)NC(=O)N(c1ccccc1)N2,2%,-75%[inhibitor],1%,-4%,-1%,-7%,4%,3%
CCOc1ccc(CN2CCN(S(=O)(=O)c3ccc(Cl)cc3)CC2)cc1,-4%,.,.,.,-14%,-9%,5%,-18%

2 records picked at random from the list so far:
structure,Tau fibril FP,HTT cytoprotect,L3MBTL1 block,RECQ1 helicase,TexasRed fluor,Tau fibril ThT,TRb-SRC2 inh,Tau fluor counter
CCOc1ccc(CN2CCN(S(=O)(=O)c3ccc(Cl)cc3)CC2)cc1,-4%,.,.,.,-14%,-9%,5%,-18%
O=C(C1=C[C@H](c2ccc(Br)cc2)C[C@H](OCCCCO)O1)N1CCOCC1,-11%,12%[10 µM],-2%,-22%,-2%,?,-4%,-15%

The list continues:
structure,Tau fibril FP,HTT cytoprotect,L3MBTL1 block,RECQ1 helicase,TexasRed fluor,Tau fibril ThT,TRb-SRC2 inh,Tau fluor counter
CN1C=CC=C/C1=C(\C#N)c1nc2ccccc2[nH]1,-2%,-24%,-2%,-6%,0%,-14%,-3%,0%
Cc1cc(Br)cn2ccnc12,2%,-9%,33%[activator],-1%,-5%,-3%,-4%,-7%
O=C(NCc1ccc(Cl)cc1)C1CCN(S(=O)(=O)c2ccccc2)CC1,-10%&-9%,?,1%,-9%,1%&-2%,-12%&-7%,-6%&-1%,-21%&-12%
COc1ccc(-c2csc(N(C)C(=O)c3cccs3)n2)cc1,-8%,-11%[10 µM],8%,-10%,-1%,?,1%,-11%
CCCSc1ncc(Cl)c(C(=O)Nc2nc3ccc(OCC)cc3s2)n1,-7%,.,.,.,6%,-8%,1%,-9%
COc1ccc(-n2cccc2C=O)cc1,0%,23%[10 µM],4%,-14%,-2%,-6%,1%,-4%
COc1cccc(C(=O)Nc2nc(-c3ccc(Br)cc3)ns2)c1,-21%,.,.,.,?,-10%,-5%,-17%
CC(C)C1N(C(N)=S)N=CC1(C)C (stereo unspecified),1%,17%[10 µM],2%,-1%,3%,-10%,-7%,-12%
O=C(CSc1nc2c(sc3ccccc32)c(=O)n1CCc1ccccc1)NCc1ccco1,2%,-5%,.,-13%,0%,-2%,0%,-2%
COc1ccc(S(=O)(=O)N(C)C)cc1NC(=O)CSc1nc(N)cc(N)n1,-1%,-1%[10 µM],-2%,-1%,1%,-7%,1%,-9%
Cc1ccc(OCC(=O)Nc2c[nH]c(=O)[nH]c2=O)cc1C,-6%,.,12%,-1%,-2%,2%,0%,-2%
O=C(NC(=S)NCCN1CCOCC1)c1ccccc1Br,-8%,3%[10 µM],2%,-5%,-1%,-1%,9%,4%
COc1ccc(S(=O)(=O)N(C)c2ccc(C(=O)N3CCC(C(N)=O)CC3)cc2)cc1,2%,-23%,5%,-4%,1%,5%,5%,6%
